# Assay outcomes (PubChem BioAssay)
# RXFP1 antag = antagonists of human relaxin receptor RXFP1. Q9HBX9. HEK293-RXFP1, relaxin-stimulated cAMP HTRF, 30 min; hits give low values. activity change, negative = inhibition, % at 57.5 µM. 350,000 tested, 0.59% active. AID 1259400;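 active = activity change of -60% or lower, but not beyond a set lower limit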; also: % is scaled to controls: 0 for no effect and ±100 for the full control effect
# Target sequence (Q9HBX9 whole entry, looked up): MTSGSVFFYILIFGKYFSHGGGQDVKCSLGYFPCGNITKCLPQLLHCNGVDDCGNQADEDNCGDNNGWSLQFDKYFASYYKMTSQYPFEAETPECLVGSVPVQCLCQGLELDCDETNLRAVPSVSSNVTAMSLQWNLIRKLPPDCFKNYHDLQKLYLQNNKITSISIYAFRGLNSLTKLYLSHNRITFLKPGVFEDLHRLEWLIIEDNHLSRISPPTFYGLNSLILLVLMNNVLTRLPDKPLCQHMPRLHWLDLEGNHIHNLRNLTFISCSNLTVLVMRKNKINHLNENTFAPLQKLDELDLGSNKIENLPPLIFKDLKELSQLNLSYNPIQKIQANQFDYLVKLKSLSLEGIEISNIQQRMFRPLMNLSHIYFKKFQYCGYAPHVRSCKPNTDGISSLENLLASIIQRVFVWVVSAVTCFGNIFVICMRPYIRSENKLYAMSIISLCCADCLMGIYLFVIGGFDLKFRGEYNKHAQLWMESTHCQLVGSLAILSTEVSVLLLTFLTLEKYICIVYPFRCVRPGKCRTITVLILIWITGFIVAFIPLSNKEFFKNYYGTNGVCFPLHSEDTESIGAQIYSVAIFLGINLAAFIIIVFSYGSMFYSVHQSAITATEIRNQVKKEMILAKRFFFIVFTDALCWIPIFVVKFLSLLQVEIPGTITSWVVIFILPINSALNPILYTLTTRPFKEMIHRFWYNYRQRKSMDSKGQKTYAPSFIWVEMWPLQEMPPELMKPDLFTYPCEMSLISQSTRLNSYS
# D1 potentiator = human D1 dopamine receptor positive modulation | HEK293 TREx D1 cells, calcium flux, dopamine EC20 potentiation | 360,000 tested, 0.036% active | P21728 | potentiation, % at 10 µM | AID 504651; in the data active = potentiation above about 30%; also: 0% is about no effect
# TRHR ag = agonists of human TRH receptor. P34981. TRHR cells, calcium flux fluo-8, FDSS agonist mode. activation, % at 2 µM. 360,000 tested, 0.18% active; also: 0% is about no effect
#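 Agonist-mode FDSS calcium read (Ex 480/Em 530, 1 s cycles) in 1536-well TRHR cells with fluo-8 dye, after 10-cycle baseline and 23 nL compound addition; TRH at EC20 (10 nM final) added afterwards for the enhancer phase.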
# D1 agonist = human D1 receptor agonism. P21728. HEK293 T-REx D1 cells, calcium flux, agonist mode. activation, % at 2 µM. 360,000 tested, 1% active. AID 504660; also: 0% is about no effect
#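 Inducible HEK293 T-REx D1 cells, force-coupled to calcium signalling, were plated at 4000 cells/well with tetracycline and held overnight at 30 C. After no-wash calcium dye loading, compound-evoked calcium rise over 180 s flagged agonists.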
# D2 ag = agonists of human D2 dopamine receptor; HEK293 T-REx D2 cells, calcium flux agonist mode; activation, % at 2 µM; 340,000 tested, 0.53% active; AID 485358;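 active = activation over 3 SD above normal in the single-dose calcium agonist read, cut at about 30% in these data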; also: 0% is about no effect
#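 Agonism scored from kinetic calcium signal (1 read/sec, 180 s) following compound pin transfer, after a 10 s baseline. Cells: HEK293 Trex line expressing inducible D2 receptor coupled to calcium, dye-loaded after overnight culture at 30 C.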
# D2 antagonist = D2 dopamine receptor (human) antagonism; P14416; HEK293 TREx D2 cells, calcium flux, dopamine EC80; inhibition, % at 10 µM; 340,000 tested, 2% active; in the data active = inhibition above about 30%; also: 0% is about no effect
#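 Overnight-induced (tetracycline, 30 C) HEK293 T-REx cells carrying force-coupled D2 receive a no-wash calcium dye, then compound, then EC80 dopamine at 180 s; signals are read kinetically throughout.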
# TRHR enhancer = TRH receptor (human) allosteric enhancement. P34981. TRHR cells, fluo-8 calcium fluorescence, EC20 TRH enhancement. AID 493056. 360,000 tested, 0.66% active. enhancement, % at 2 µM; in the data active = enhancement above about 30%; also: 0% is about no effect
#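 TRHR-expressing cells loaded with fluo-8 calcium dye were read kinetically (ex 480/em 530) during compound addition, then stimulated with an EC20 of TRH (10 nM final). Enhancement of the Gq-mediated intracellular calcium response was scored.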
# D2 PAM = D2 dopamine receptor (human) potentiation; P14416; HEK293 T-REx D2, calcium flux, EC20 dopamine potentiation; potentiation, % at 10 µM; 340,000 tested, 0.34% active; AID 485347;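 active = potentiation over 3 SD above the plate norm, cut at about 30% in these data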; also: 0% is about no effect
#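 Primary screen. Calcium kinetics in induced HEK293 T-REx D2 cells: compound pre-addition 180 s, EC20 dopamine, 180 s more.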
# D1 antagonist = blocks dopamine activation of the human D1 receptor; 360,000 tested, 3.2% active; P21728; activity change, negative = inhibition, % at 10 µM; HEK293 TREx D1 cells, calcium flux, dopamine EC80; hits give low values; in the data active = activity change below about -30%; also: % is scaled to controls: 0 for no effect and ±100 for the full control effect
#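 Allosteric or orthosteric antagonism assessed as attenuation of the calcium response to EC80 dopamine, added 180 s after compound, in induced HEK293 Trex D1 cells loaded with no-wash calcium dye.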
# Active calls of the source: *; / = not tested or not shown. Rule as the data show it, unless noted: active = activation above about 30%; inactive = the rest.
SMILES,RXFP1 antag,D1 potentiator,TRHR ag,D1 agonist,D2 ag,D2 antagonist,TRHR enhancer,D2 PAM,D1 antagonist
CCOc1ccc(S(=O)(=O)N2CCC(C(=O)Nc3cccc(NC(C)=O)c3)CC2)cc1,-3,0,0.3,2,-0.2,-18,-2,-3,-5
CCCCN(C(=O)Cc1coc2cc(C)c(C)cc12)c1c(N)n(Cc2ccccc2)c(=O)[nH]c1=O,-3,-1,0.5,4,/,/,-2,/,18
CCOc1ccc(CNS(=O)(=O)c2ccc(-c3coc(C)n3)cc2)cc1,-4,-4,-0.5,11,0.7,/,7,16,-12
COc1cc(-c2cc(OC)c3c(C)oc(C)c3c(=O)c2)ccc1OC(=O)c1ccccc1F,-68*,-1,1.0,2,2.0,/,0,16,-8
Nn1c(Cc2ccc(Br)cc2)n[nH]c1=S,2,-3,-0.2,1,2.7,28,4,-4,7
CCOc1c(Cl)cc(/C=N/O)cc1OC,-2,-6,-0.4,0,0.1,-10,-5,2,-5
CCOc1ccc(NC(=O)C2CCCN(S(=O)(=O)c3c(C)nn(C)c3C)C2)cc1 (stereo unspecified),/,-6,-0.3,1,0.2,2,-5,9,-2
Cn1c(N)c(C(=O)COC(=O)CC(NC(N)=O)c2ccc(Cl)cc2)c(=O)n(C)c1=O (stereo unspecified),-11,5,0.2,3,0.2,0,1,4,-6
COc1cccc(N=Nc2c(C)[nH]n(-c3ccccc3)c2=O)c1,-1,9,0.2,3,0.0,-1,3,0,1
CCCCn1c(N)c(N(CCOC)C(=O)C2CC(=O)N(Cc3ccco3)C2)c(=O)[nH]c1=O (stereo unspecified),0,2,0.3,1,0.4,-10,8,13,0
Clc1ccc(-c2nnc3n2CCCC3)cc1,2,-5,-0.5,2,-0.6,24,-10,-1,-4
C=CCSc1nnc(NC(=O)c2nc(SCC)ncc2Cl)s1,7,-6,-0.5,0,-0.1,18,-5,-1,-2
Cc1nn(-c2ccccc2)c(Cl)c1C(=O)NCc1ccccc1F,-6,-6,-0.8,1,1.3,7,-3,/,0
CCN1CCN(c2ncc3c(n2)CCN(Cc2ccc(Br)s2)C3)CC1,-25,0,-0.2,12,0.1,/,0,-9,0
COc1ccc(-c2nc(NC(=O)Cn3c(=O)oc4ccccc43)sc2C)cc1,-1,-1,-0.1,7,0.6,-3,2,-8,-11
Cc1cccc(N2CC3=C(C2=O)C(c2ccccc2)NC(=O)N3C)c1 (stereo unspecified),-14,-7,-1.1,1,0.2,11,-2,-2,7
c1ccc(N=P(N2CCOCC2)(N2CCOCC2)N2CCOCC2)cc1,-17,1,0.3,2,0.7,-1,2,14,4
COc1ccccc1-c1cc(C(F)(F)F)nc(S(C)(=O)=O)n1,-7,-5,-0.3,4,-0.4,2,-2,-4,-5
CCOC(=O)NNC(=O)CCn1c2c(c3ccccc31)CCCC2,-7,-3,-0.6,2,-0.3,-9,2,3,-7
O=C(NCc1ccccc1)C(=O)NCC1OCCN1S(=O)(=O)c1ccc(Br)cc1 (stereo unspecified),-1,-4,-1.1,10,-1.1,-11,-2,5,2

# Profiles from above. Order of screens: RXFP1 antag, D1 potentiator, TRHR ag, D1 agonist, D2 ag, D2 antagonist, TRHR enhancer, D2 PAM, D1 antagonist
# Entry for `COc1ccccc1-c1cc(C(F)(F)F)nc(S(C)(=O)=O)n1` = -7, -5, -0.3, 4, -0.4, 2, -2, -4, -5
# Entry for `Cc1cccc(N2CC3=C(C2=O)C(c2ccccc2)NC(=O)N3C)c1` (stereo unspecified) = -14, -7, -1.1, 1, 0.2, 11, -2, -2, 7
# Entry for `O=C(NCc1ccccc1)C(=O)NCC1OCCN1S(=O)(=O)c1ccc(Br)cc1` (stereo unspecified) = -1, -4, -1.1, 10, -1.1, -11, -2, 5, 2
# Entry for `Nn1c(Cc2ccc(Br)cc2)n[nH]c1=S` = 2, -3, -0.2, 1, 2.7, 28, 4, -4, 7

# Following part.
SMILES,RXFP1 antag,D1 potentiator,TRHR ag,D1 agonist,D2 ag,D2 antagonist,TRHR enhancer,D2 PAM,D1 antagonist
Cn1c(=O)c2c(nc(N3CCCCCC3)n2CCSc2nc3ccccc3o2)n(C)c1=O,-8,/,-1.4,1,-0.7,-20,3,2,5
CC1(c2ccc(Cl)cc2)NC(=O)N(CN2CCOCC2)C1=O (stereo unspecified),-7,2,-1.0,1,-2.8,-11,0,-5,-15
COc1ccc(OC)c(C(=O)NC(CC(N)=O)c2ccc(NCc3ccccn3)c([N+](=O)[O-])c2)c1 (stereo unspecified),/,2,0.1,2,-0.8,-6,-1,-9,-20
CCOc1ccc(OCCC(=O)OCC(=O)N2CCN(S(=O)(=O)c3ccc(Cl)cc3)CC2)cc1,4,-6,1.8,8,-1.2,-9,7,-7,-32*
CCCCn1c(N)c(N(CC)C(=O)c2ccc3c(c2)S(=O)(=O)c2ccccc2C3=O)c(=O)[nH]c1=O,4,-1,1.2,2,2.0,7,2,-4,-7
CCNC(=O)C1CCN(Cc2cc3ccccc3n2Cc2ccc(C)cc2)CC1,-9,-3,0.1,6,0.4,/,-5,-15,-10
COc1cc(N2CCCC2)c(OC)cc1C=O,1,-1,-1.7,1,-1.0,-26,-5,4,14
Cn1cc(C(=O)c2ccc(Cl)cc2Cl)cc1C(=O)N/N=C(\N)COc1ccc(Cl)cc1,-25,0,0.0,2,0.2,-9,-5,3,-2
CC(C)(C)CC(=O)NC(=S)NCc1ccco1,0,-4,-0.4,3,-0.2,-9,12,0,2
COC(=O)CSc1nc(N)c(C#N)c(-c2ccc(O)cc2)c1C#N,31,-1,-0.4,3,-0.1,-2,-3,6,-6
Cc1ccc(S(=O)(=O)Nc2ccc3c(c2)ncn3C(C)(C)C)cc1,-4,-2,0.5,5,-2.2,2,17,-5,-12
O=C(NCCC(=O)N1CCCC(C(F)(F)F)C1)c1ccccc1Cl (stereo unspecified),3,3,4.2,1,0.5,-8,-4,-6,1
Cc1ccc2cccc(NC(=O)c3ccc(-c4cc(Cl)ccc4Cl)o3)c2n1,/,0,2.1,1,0.2,/,-4,-2,-7
COc1nc(C)cc(C)c1S(=O)(=O)c1ccccc1C,-2,1,-2.4,2,-0.3,0,3,1,-5
COc1ccc(CNS(=O)(=O)c2ccc(NC(=O)N3CCCCC3)cc2)cc1,1,-3,-0.3,9,1.4,3,-6,-3,3
CN1CCN(C(=O)c2ccccc2-c2ccccc2C(=O)O)CC1,21,-6,-0.7,2,0.2,0,2,5,9
COc1cc2nc(-c3ccccc3)nc(N3CCCC3)c2cc1OC,/,-4,-0.7,1,1.3,12,-4,-6,19
CCCc1nc2oc3c(=O)[nH]cnc3c2c2c1CCCC2,/,0,0.0,3,1.4,-6,-2,-3,1
Cc1cccc(-n2ncc3c(N4CCCCCC4)ncnc32)c1,-1,-1,-0.4,-4,0.2,/,11,-10,-2
CC(SCc1ccccc1)C(=O)N/N=C/c1ccc(OCC(=O)NCc2ccco2)cc1 (stereo unspecified),-15,-5,-1.0,2,-1.0,-4,0,-6,12

# 2 entries from above, with values under each structure:
# Every second line gives: RXFP1 antag	D1 potentiator	TRHR ag	D1 agonist	D2 ag	D2 antagonist	TRHR enhancer	D2 PAM	D1 antagonist
- CCCCn1c(N)c(N(CC)C(=O)c2ccc3c(c2)S(=O)(=O)c2ccccc2C3=O)c(=O)[nH]c1=O
 : 4	-1	1.2	2	2.0	7	2	-4	-7
- Cc1ccc(S(=O)(=O)Nc2ccc3c(c2)ncn3C(C)(C)C)cc1
 : -4	-2	0.5	5	-2.2	2	17	-5	-12

# (cont.)
SMILES,RXFP1 antag,D1 potentiator,TRHR ag,D1 agonist,D2 ag,D2 antagonist,TRHR enhancer,D2 PAM,D1 antagonist
COc1cccc(/C=N/n2c(=O)[nH]c3ccccc32)c1OC,-21,1,0.7,3,/,/,7,/,-9
Cc1cc(Cl)ccc1OCCCC(N)=O,-10,-2,0.0,1,0.3,-1,-4,3,10
COc1ccc(OC(C)C(=O)N(C)Cc2nc(-c3cccc(C)c3)no2)cc1 (stereo unspecified),4,-4,0.3,5,0.2,-16,8,-6,0
Cc1cc(C)c(S(=O)(=O)c2ccccc2C)c(OCCO)n1,-1,2,-0.2,3,1.8,0,3,12,0
COC(=O)CNC(=O)CSc1nnc2cc(C)c3ccccc3n12,2,4,0.2,-2,/,22,0,1,14
N#Cc1ccc(C(c2nnnn2Cc2ccccc2)N2CCCC2)cc1 (stereo unspecified),4,0,0.5,4,0.3,-3,16,12,-5
CCN(CC)CCCNC(=O)C(C)n1c2ccccc2c2nc(=O)cc(C)n21 (stereo unspecified),-1,-9,-0.7,5,0.1,10,0,-6,0
Nc1csnc1C(=O)O,-6,-5,0.3,1,0.8,3,1,7,2
CC1CCN(C(c2ccccc2)c2sc3nc(-c4ccco4)nn3c2O)CC1 (stereo unspecified),0,0,-0.2,0,-2.5,/,-4,0,/
Cn1c(=O)c2cn(-c3cccc4ccccc34)cc2n(C)c1=O,7,-14,-1.5,1,0.2,22,1,9,-18
COc1ccc(N2CCN(C(=O)Cn3nnc(-c4ccc(N(C)C)cc4)n3)CC2)cc1,-17,-2,-0.1,3,0.1,1,-3,/,11
O=C(O)CCC(=O)NCc1ccc2[nH]c3c(c2c1)CCCC3,-9,-9,1.0,5,/,/,-5,-9,-16
Cc1cc(C)c(-c2cc(C)nc3ncnn23)c(C)c1,10,4,0.5,3,-0.1,-17,1,2,-5
CCOc1cc(CNC(=O)c2ccc3c(c2)nc2n3CCCCC2)ccc1OC,-3,-1,-0.5,0,0.0,/,-4,-5,0
Cc1cccc(NS(=O)(=O)c2ccc(C(=O)NCCCN3CCOCC3)cc2)c1C,7,-5,-0.3,5,0.4,-3,1,-2,3
COc1ccc(CNC(=O)C2CCC(CNS(=O)(=O)c3ccc4c(c3)CCCC(=O)N4)CC2)cc1 (stereo unspecified),/,1,0.2,1,-0.3,/,1,-3,7
COC(=O)c1ccc(CN2CCCCC2)cc1,4,-3,1.1,2,-0.3,35*,2,-25,-14
CCOc1ccc2nc(NC(=O)C(CCSC)NS(=O)(=O)c3cccs3)sc2c1 (stereo unspecified),-11,12,0.0,2,-1.3,-8,8,-1,-5
CCC(C)N(C(=O)COC(=O)CCc1c[nH]c2ccccc12)C1CCS(=O)(=O)C1 (stereo unspecified),-2,9,0.1,2,0.2,-13,19,16,5
O=C(NNC1=NCCCCC1)c1cccc([N+](=O)[O-])c1,9,-6,-0.1,3,-3.8,-1,4,2,10
COc1ccc(Cl)cc1S(=O)(=O)N1CCC(C(=O)NCc2ccco2)CC1,6,2,-0.2,1,0.2,0,-5,11,-14
CCC(CC)NC(=O)CN1CCN(S(=O)(=O)c2cccs2)CC1,-11,1,0.1,2,/,/,6,/,4
CC(C)(C)OC(=O)CNC(=O)c1[nH]cnc1C(=O)NCCCCCNC(=O)OC(C)(C)C,/,-7,-0.5,6,0.3,7,-4,-2,-9
CCc1ccc(NC(=O)c2ccc3ncsc3c2)cc1,/,-9,-0.9,0,0.0,-7,-8,-12,3
CCn1ccnc1CN1CCC(n2nccc2NC(=O)CCc2ccccc2)CC1,-7,-12,0.9,2,1.2,-22,2,8,-5
O=C(OCc1ccc(Br)cc1)c1cccc(-c2nnc(-c3ccccc3)o2)c1,4,-5,0.4,5,/,/,7,/,-4
O=[N+]([O-])c1cc(/C=N/N/C(=N/c2ccccn2)c2ccccn2)ccc1O,5,3,0.8,7,29,-6,-4,-9,4
O=S(=O)(Nc1nc2ccccc2nc1Cl)c1ccccc1,22,-3,0.2,3,-1.1,2,7,1,7
